Source: PubChem
IDH1 R132H inh: human IDH1 R132H inhibition. actives 0.093% (n = 390,000). Potency, µM (highest dose often 76.6 µM), for the others: at the highest dose activity change, negative = inhibition, usual class: inhibitors. O75874. AID 602179. IDH1-R132H enzyme, NADPH consumption, diaphorase/resazurin fluorescence; also: potency is read from the fitted curve at half-maximal effect; % is scaled to controls: 0 for no effect and ±100 for the full control effect; nearly all actives have a fitted effect of over 65% in size
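IDH1-R132H (0.5 ug/mL dispensed) in pH 7.5 Tris buffer was preincubated 30 min with compound, then given a substrate mix of 0.016 mM NADPH and 2 mM alpha-KG for 80 min at room temperature; remaining NADPH was read by diaphorase/resazurin fluorescence.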
rTrxR1 inhibitor: rat TrxR1 inhibition; recombinant rTrxR1, NADPH fluorescence consumption, selenite substrate; Potency, µM (doses to about 114 µM), for inactives: at the highest dose activity change, negative = inhibition, most hits filed as inhibitors; actives 1% (n = 390,000); also: potency is read from the fitted curve at half-maximal effect; % is scaled to controls: 0 for no effect and ±100 for the full control effect; nearly all actives have a fitted effect of over 65% in size
Target sequence (O89049 whole entry, looked up): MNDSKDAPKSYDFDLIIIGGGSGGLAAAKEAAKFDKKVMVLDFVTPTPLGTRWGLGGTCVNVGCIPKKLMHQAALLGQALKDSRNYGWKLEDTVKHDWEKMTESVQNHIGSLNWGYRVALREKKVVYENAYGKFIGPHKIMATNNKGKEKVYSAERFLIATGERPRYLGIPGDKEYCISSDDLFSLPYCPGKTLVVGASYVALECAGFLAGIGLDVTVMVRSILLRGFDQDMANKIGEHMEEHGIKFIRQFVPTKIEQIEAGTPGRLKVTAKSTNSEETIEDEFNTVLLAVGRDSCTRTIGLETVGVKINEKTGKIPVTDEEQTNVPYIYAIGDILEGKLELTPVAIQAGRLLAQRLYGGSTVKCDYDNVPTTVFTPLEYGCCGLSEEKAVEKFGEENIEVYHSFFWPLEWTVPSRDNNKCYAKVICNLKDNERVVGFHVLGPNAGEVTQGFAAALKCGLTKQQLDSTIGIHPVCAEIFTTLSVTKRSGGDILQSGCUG
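Rat TrxR1 (90 nM in the dispensed reagent) was pre-reduced with 400 uM NADPH for 5 min at room temperature, then incubated with compound for 15 min. After 400 uM selenite was added, NADPH fluorescence (Ex 340/Em 450 nm) was followed for 8 min.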
TRHR enhancer: allosterically enhances the human TRH receptor | actives 0.66% (n = 360,000) | AID 493056 | TRHR cells, fluo-8 calcium fluorescence, EC20 TRH enhancement | enhancement, % at 2 µM | P34981; in the data active = enhancement above about 30%; also: 0% is about no effect
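TRHR-expressing cells loaded with fluo-8 calcium dye were read kinetically (ex 480/em 530) during compound addition, then stimulated with an EC20 of TRH (10 nM final). Enhancement of the Gq-mediated intracellular calcium response was scored.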
TrxR1 substrate: rat thioredoxin reductase 1 substrate activity. purified TrxR1 substrate turnover, NADPH consumption readout. actives 0.01% (n = 390,000). Potency, µM (top dose mostly 114 µM), for the others: at the highest dose activity change, negative = substrate turnover. O89049; also: potency is read from the fitted curve at half-maximal effect; % is scaled to controls: 0 for no effect and ±100 for the full control effect; nearly all actives have a fitted effect of over 50% in size
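Rat TrxR1, dispensed at 90 nM, was prereduced with 400 uM NADPH (final) for 5 min at ~22 deg C, then incubated with compound 15 min before 400 uM selenite. A first-read NADPH fluorescence drop versus no-compound background flagged substrates.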
PI4K2A inh: blocks human PI4K2A kinase activity | Q9BTU6 | purified PI4K2A, ADP-Glo luminescence, 1 h; stronger effect = lower value | activity change, negative = inhibition, % at 76.9 µM | actives 0.13% (n = 420,000) | AID 1346378; in the data active = activity change below about -50%; inconclusive = mostly about -30% to -49%;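 also: -100% = wells without enzyme as full effect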
Target sequence (Q9BTU6 whole entry, looked up): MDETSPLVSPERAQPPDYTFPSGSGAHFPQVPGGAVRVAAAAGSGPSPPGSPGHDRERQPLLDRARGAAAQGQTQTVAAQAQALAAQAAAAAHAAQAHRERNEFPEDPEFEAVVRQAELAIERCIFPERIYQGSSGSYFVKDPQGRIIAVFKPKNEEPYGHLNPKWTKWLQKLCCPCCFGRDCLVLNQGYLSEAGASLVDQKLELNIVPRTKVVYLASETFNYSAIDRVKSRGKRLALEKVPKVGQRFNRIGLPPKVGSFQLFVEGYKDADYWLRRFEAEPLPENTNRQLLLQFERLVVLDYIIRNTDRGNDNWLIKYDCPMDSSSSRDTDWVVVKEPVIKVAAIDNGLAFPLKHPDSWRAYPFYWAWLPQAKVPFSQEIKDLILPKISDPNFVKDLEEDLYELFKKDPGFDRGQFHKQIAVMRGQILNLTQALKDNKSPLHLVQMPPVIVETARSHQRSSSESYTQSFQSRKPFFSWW
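PI4K2A activity was measured by ADP-Glo luminescence: enzyme (4 ug/mL stock) and phosphatidylinositol (1.2 mM stock) in Tris pH 7.5/MgCl2/EGTA/Triton X-100 buffer were reacted with ATP (300 microM stock) for one hour at ambient temperature.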
D2 antag: antagonizes the human D2 dopamine receptor; HEK293 TREx D2 cells, calcium flux, dopamine EC80; AID 485344; actives 2% (n = 340,000); inhibition, % at 10 µM; P14416; in the data active = inhibition above about 30%; also: 0% is about no effect
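HEK293 T-REx D2 cells, tet-induced, calcium dye no-wash. Cpd pintool add, 180 s kinetic, then EC80 DA, 180 s kinetic. Ca flux read.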
D2 ag: activates the human D2 dopamine receptor | AID 485358 | HEK293 T-REx D2 cells, calcium flux agonist mode | actives 0.53% (n = 340,000) | activation, % at 2 µM;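 active = activation over 3 SD above normal in the single-dose calcium agonist read, cut at about 30% in these data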; also: 0% is about no effect
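Agonism is scored from calcium flux in a force-coupled, inducible HEK293 cell line expressing D2, read kinetically for 180 s after compound addition against dopamine controls.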
TRHR agonist: TRH receptor (human) agonism; P34981; TRHR cells, calcium flux fluo-8, FDSS agonist mode; activation, % at 2 µM; actives 0.18% (n = 360,000); AID 493084; in the data active = activation above about 30%; also: 0% is about no effect
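Fluo-8-loaded TRHR cells; 10 s baseline, compound added, kinetic Ca2+ fluorescence read 1/s, agonist mode.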
USP1-UAF1 inh: blocks the human USP1/UAF1 deubiquitinase complex. recombinant USP1/UAF1, Ub-Rhodamine cleavage fluorescence. AID 743255. actives 0.23% (n = 390,000). Potency, µM (series often up to 57.1 µM), for the others: at the top dose activity change, negative = inhibition, usual class: inhibitors; also: potency is read from the fitted curve at half-maximal effect; % is scaled to controls: 0 for no effect and ±100 for the full control effect; nearly all actives have a fitted effect of over 60% in size; inactives centre near -12
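Step one: compound is pinned into 1nM USP1/UAF1 in HEPES pH 7.8 buffer with TCEP. Step two: 15 min room-temperature incubation. Step three: Ub-Rho (150nM final) starts cleavage, tracked by fluorescence over six one-minute reads.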
An asterisk follows results filed as active; ? = inconclusive; nt = not tested or not shown; & = joins results of further samples; [ ] = another dose, or the depositor's remark. Unless noted, calls follow the shape of the dose curve; as a rule, active = well fitted inhibition curve with a large enough effect; inconclusive = small, poorly fitted or top-dose-only effect; inactive = no such curve, though single readings can be large or run the other way. Outcome played no part in choosing rows; 3.9% or so of the library scored in one or more.

SMILES	IDH1 R132H inh	rTrxR1 inhibitor	TRHR enhancer	TrxR1 substrate	PI4K2A inh	D2 antag	D2 ag	TRHR agonist	USP1-UAF1 inh
Cc1nc2nc(SCc3ccc(F)cc3Cl)nn2c(C)c1Cc1ccccc1	-3.0%	21.3%[57.1 µM]	3.2	5.4%[57.1 µM]	-3.0	nt	nt	0.4	-22.3%
Cc1cc(SCCC(=O)O)nc2c(C)cccc12	0.5%	-2.7%	10.9	-4.7%	3.1	-7.0	0.1	0.4	-19.5%
CN1CCN(S(=O)(=O)c2cccc(C(=O)Oc3cccc(C#N)c3)c2)CC1	1.7%	-10.4%	-1.2	-3.3%	3.8	1.3	0.2	0.3	-11.0%
O=C(Cn1c(=O)n(-c2ccccc2)c(=O)c2ccc(C(=O)NCc3ccc4c(c3)OCO4)cc21)Nc1ccc(F)cc1	8.6%	7.4%	0.4	8.0%	-3.2	nt	1.1	3.0	-16.0%
Cc1cc(-c2nnc(SCC(=O)Nc3nc(-c4ccccc4)cs3)o2)no1	-18.2%	28.5%	-0.7	8.2%	-6.1	-1.4	-0.6	0.2	?
S=C1NCN(Cc2ccccc2)CN1C1CCCCC1	0.1%	31.2%[57.1 µM]	-0.6	13.0%[57.1 µM]	-8.8	0.8	-0.3	-0.7	-12.4%
CCN1CCC(CNCc2cn(-c3ccc(OC)cc3)nc2-c2ccccc2Cl)C1 (centres undefined)	3.1%	3.4%[57.1 µM]	-0.5	4.9%[57.1 µM]	3.6	7.7	0.8	0.5	-22.2%
CCC1Oc2ccc(C)cc2N(CC(=O)NCC2CCCO2)C1=O (centres undefined)	1.3%	14.8%	1.9	-0.3%	4.6	-13.2	-2.9	-1.7	-18.8%
C=CCN(C(=O)c1csnn1)C(C(=O)NC(C)(C)C)c1ccncc1 (centres undefined)	1.3%	-1.3%	0.6	-1.1%	-1.2	-12.3	0.3	-0.4	-24.9%
COc1cc2c(cc1OC)CN(Cc1ccc(F)cc1)CC2	1.9%	0.5%	1.6	20.3%	1.7	29.6	1.3	0.4	2.0%
Cc1cc(C(=O)Cn2nc(C(=O)O)c3ccccc3c2=O)c(C)n1CCc1ccc(F)cc1	9.7%	5.1%	-5.2	2.9%	5.8	3.8	0.3	0.7	-16.8%
CCCCc1ccc(NC(=O)CSc2nnc(CNC(=O)c3ccco3)o2)cc1	-14.0%	7.5%	1.1	-1.3%	-0.1	6.1	0.5	-0.9	-27.6%
O=C(Nc1ccccc1C(F)(F)F)c1cc(-c2cccc(O)c2)on1	-7.7%	7.6%	-0.7	-2.2%	8.6	-14.9	0.9	0.1	5.2%
COc1ccc2c(c1)c1c(c(=O)n(-c3ccc(C)cc3)c(=O)n1CC(=O)Nc1cc(C)ccc1C)n2C	21.5%	10.6%	-2.3	-1.4%	0.7	nt	-0.4	-0.9	-2.9%
Cc1cccc(NC(=O)CSc2nc3c([nH]c4ccccc43)c(=O)n2C)c1	-6.0%&11.3%	22.3%	-2.5&2.2	1.6%	-6.0&0.3	-16.3	0.8	0.3&0.0	-19.2%&-6.3%
COc1ccc(N2C(=O)CC(N3CCC(O)(c4cccc(C(F)(F)F)c4)CC3)C2=O)cc1 (centres undefined)	2.5%	-6.4%[57.1 µM]	-2.3	12.2%[57.1 µM]	4.0	-16.4	-1.0	0.3	-10.2%
O/N=C(/c1ccc(Cl)cc1)C1CC1c1ccccc1 (centres undefined)	1.6%	0.0%	-4.4	-5.9%	-23.1	4.8	0.9	0.8	?
CCCS(=O)(=O)n1nc(-c2ccc(Br)cc2)cc1N	-2.2%	5.9%	1.3	1.2%	-1.8	1.9	-2.2	-0.7	-16.8%
Cc1ccc(S(=O)(=O)NCCC(=O)NCCN2CCCCCC2)cc1	-3.0%	-2.0%	5.4	3.7%	1.4	-3.8	0.7	0.1	-4.6%
COc1ccc(-c2noc(CSc3nnc(C)n3-c3ccc(F)cc3)n2)cc1	-9.7%	16.5%	-6.0	-0.9%	-5.3	nt	-0.8	-0.1	?
COCCCNc1nc(N)c([N+](=O)[O-])c(N2CCCCCC2)n1	0.5%	6.0%	-1.5	-1.7%	4.0	3.7	0.0	0.2	-25.1%
CCCCNc1nc(=S)n(-c2ccccc2)c(C)c1C(C)=O	-0.1%	-22.4%	-2.2	-14.8%	-10.0	20.6	0.4	0.7	-20.4%
COc1ccc(C2=NO[C@@H]3C(=O)N(c4ccc(C)cc4C)C(=O)[C@H]23)cc1OC	5.6%	22.4µM*	12.3	13.2%	-3.2	-38.0	0.1	0.1	-17.2%
O=S1(=O)N=C(N2CCCc3ccccc32)c2ccccc21	6.4%	3.2%	0.9	-0.3%	-0.9	0.1	0.1	-0.9	-14.1%
CC1(C)CC(=O)C=C(NCCN2CCN(C(=O)Nc3ccccc3)CC2)C1	3.0%	23.6%	-1.3	3.4%	4.0	-8.1	1.7	0.1	-12.3%

The final two entries of the section above open the next one.
SMILES	IDH1 R132H inh	rTrxR1 inhibitor	TRHR enhancer	TrxR1 substrate	PI4K2A inh	D2 antag	D2 ag	TRHR agonist	USP1-UAF1 inh
O=S1(=O)N=C(N2CCCc3ccccc32)c2ccccc21	6.4%	3.2%	0.9	-0.3%	-0.9	0.1	0.1	-0.9	-14.1%
CC1(C)CC(=O)C=C(NCCN2CCN(C(=O)Nc3ccccc3)CC2)C1	3.0%	23.6%	-1.3	3.4%	4.0	-8.1	1.7	0.1	-12.3%
CCc1ccc(NC(=O)C2CCC(CNS(=O)(=O)c3ccc4c(c3)CC(C)N4C(C)=O)CC2)cc1 (centres undefined)	1.7%	3.0%	4.5	-9.0%	4.4	nt	-0.8	1.6	?
CCOc1ccc(NS(=O)(=O)c2ccc(N)cc2)cc1	14.9%	6.3%	-1.5	-3.0%	6.4	2.6	-0.8	-0.3	-8.8%
Cc1ccc(S(=O)(=O)N2CCC[C@H]2C(=O)NC2=NCCS2)cc1	5.4%	22.2%[57.1 µM]	nt	3.1%	1.8	nt	nt	nt	-11.2%
O=C(NC(Cc1ccccc1)C(=O)NCc1ccccn1)c1ccco1 (centres undefined)	2.7%	-11.6%	10.3	4.4%	1.5	nt	nt	0.7	-7.6%
COCCN1C(=O)C(=O)/C(=C(/O)c2ccc(S(=O)(=O)N3CCOCC3)cc2)C1c1cccc(O)c1 (centres undefined)	-3.3%	2.7%	7.4	-4.6%	-7.3	-2.2	-1.7	0.4	-24.5%
COc1ccc(OCCOc2ccc(S(=O)(=O)N3CCCC3)cc2[N+](=O)[O-])cc1	7.9%	-6.5%	3.2	-11.7%	1.8	2.1	0.2	0.3	-8.2%
Cn1c(=O)c2[nH]c(N3CCN(c4ccccc4)CC3)nc2n(C)c1=O	-5.1%	10.8%	5.9	2.0%	-0.1	-12.1	14.6	-0.1	-11.6%
COc1ccc(-c2cc3c(=O)n(CC(=O)NCCCN4CCC(N5CCCCC5)CC4)nc(C)n3n2)cc1	-16.9%	5.6%	4.0	17.8%	4.3	nt	nt	0.9	-9.2%
COc1ccc(/C=C/CN2CCN(Cc3cccc(OC)c3)C(CCO)C2)cc1 (centres undefined)	-2.1%	16.4%[11.4 µM]	-12.4	4.1%[11.4 µM]	5.5	6.1	0.3	1.4	-6.8%
Cc1cc(C)c(NC(=O)CN2CCCCCC2)c(C)c1	-0.7%	-13.0%	11.5	-8.8%	-1.9	-9.6	0.0	-0.3	-15.1%
CCC[n+]1c(C)sc2c3c(ccc21)CCCC3	-8.7%	9.7%[57.1 µM]	-2.0	4.5%[57.1 µM]	-10.1	3.2	1.0	-0.1	-8.0%
COc1ccc(C2CC(C(F)(F)F)n3nc(C(=O)NCc4cn(C)nc4C)c(Cl)c3N2)cc1 (centres undefined)	-0.8%	11.7%	-2.6	-7.9%	-0.8	nt	nt	0.2	-5.5%
O=C(CCS(=O)(=O)c1ccc(Cl)cc1)OCC(=O)N1CCCCC1	12.6%	-12.5%	3.4	-4.5%	-5.0	8.0	0.9	0.0	1.1%
CC1CC1C(=O)OCC(=O)Nc1cc(S(=O)(=O)N2CCCCC2)ccc1Cl (centres undefined)	4.4%	12.1%	nt	1.3%	2.2	nt	nt	nt	-12.4%
CC(NC(=O)COc1ccccc1Cl)c1ccccc1 (centres undefined)	20.6%	12.3%	2.7	7.4%	-2.9	12.5	0.3	0.0	-11.2%
O=C(O)Cc1ccc2sc(-c3ccccc3)nc2c1	0.4%	5.3%	-3.6	8.3%	-67.1*	4.1	1.3	0.2	-5.3%
COc1cc(Cl)cc(NC(=O)CCN2CCN(C)CC2)c1	1.4%	-5.5%	3.1	0.9%	-5.0	-52.2	0.0	-0.3	-15.1%
CC1(C)Cc2c(sc(NC(=O)COc3ccc(Cl)cc3)c2C#N)C(C)(C)N1	7.2%	28.7%	3.2	8.3%	1.7	23.0	0.1	0.6	-11.7%
CCOCCOC(=O)C(C)Sc1n[nH]c(=O)[nH]c1=O (centres undefined)	5.9%	-6.8%	3.3	-9.9%	3.1	1.2	0.4	0.2	-4.1%
CCN(CC)CC(C)(C)COC(=O)c1oc2ccccc2c1C	3.4%	4.7%	5.2	2.5%	-10.1	-5.0	-1.4	-0.2	-22.1%

Look-ups from above.
Value of O=C(NC(Cc1ccccc1)C(=O)NCc1ccccn1)c1ccco1 (centres undefined) under TrxR1 substrate: 4.4%
Value of CCOCCOC(=O)C(C)Sc1n[nH]c(=O)[nH]c1=O (centres undefined) under TrxR1 substrate: -9.9%
Value of CCC[n+]1c(C)sc2c3c(ccc21)CCCC3 under TRHR enhancer: -2.0
Value of CC1(C)Cc2c(sc(NC(=O)COc3ccc(Cl)cc3)c2C#N)C(C)(C)N1 under TrxR1 substrate: 8.3%
Value of CCN(CC)CC(C)(C)COC(=O)c1oc2ccccc2c1C under PI4K2A inh: -10.1
